# D1 mod: allosterically modulates the human D1 dopamine receptor. P21728. HEK293 D1, CRE-luciferase, dopamine EC30 potentiation; actives deviate in either direction. B-score at 10 µM. hit rate 5.9% among 58,000. AID 641;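 active means luminescence count or its row- and column-corrected plate score outside the 99.7% band of the plate's sample wells, on either side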
# HER2 expr 66K: Her2 kinase expression inhibition; P04626; SKBR-3 HER2 protein level, AlphaScreen, 18-24 h; active compounds read low; HER2 level % of control, % at 10 µM; hit rate 0.69% among 65,000; AID 645;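 active means HER2 level under 5% of the carrier-only control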;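 further: 100% = DMSO carrier and 0% = 500 nM PU-H71 HSP90 inhibitor; lower value means stronger loss of Her2 protein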
# Target sequence (P04626 whole entry, looked up): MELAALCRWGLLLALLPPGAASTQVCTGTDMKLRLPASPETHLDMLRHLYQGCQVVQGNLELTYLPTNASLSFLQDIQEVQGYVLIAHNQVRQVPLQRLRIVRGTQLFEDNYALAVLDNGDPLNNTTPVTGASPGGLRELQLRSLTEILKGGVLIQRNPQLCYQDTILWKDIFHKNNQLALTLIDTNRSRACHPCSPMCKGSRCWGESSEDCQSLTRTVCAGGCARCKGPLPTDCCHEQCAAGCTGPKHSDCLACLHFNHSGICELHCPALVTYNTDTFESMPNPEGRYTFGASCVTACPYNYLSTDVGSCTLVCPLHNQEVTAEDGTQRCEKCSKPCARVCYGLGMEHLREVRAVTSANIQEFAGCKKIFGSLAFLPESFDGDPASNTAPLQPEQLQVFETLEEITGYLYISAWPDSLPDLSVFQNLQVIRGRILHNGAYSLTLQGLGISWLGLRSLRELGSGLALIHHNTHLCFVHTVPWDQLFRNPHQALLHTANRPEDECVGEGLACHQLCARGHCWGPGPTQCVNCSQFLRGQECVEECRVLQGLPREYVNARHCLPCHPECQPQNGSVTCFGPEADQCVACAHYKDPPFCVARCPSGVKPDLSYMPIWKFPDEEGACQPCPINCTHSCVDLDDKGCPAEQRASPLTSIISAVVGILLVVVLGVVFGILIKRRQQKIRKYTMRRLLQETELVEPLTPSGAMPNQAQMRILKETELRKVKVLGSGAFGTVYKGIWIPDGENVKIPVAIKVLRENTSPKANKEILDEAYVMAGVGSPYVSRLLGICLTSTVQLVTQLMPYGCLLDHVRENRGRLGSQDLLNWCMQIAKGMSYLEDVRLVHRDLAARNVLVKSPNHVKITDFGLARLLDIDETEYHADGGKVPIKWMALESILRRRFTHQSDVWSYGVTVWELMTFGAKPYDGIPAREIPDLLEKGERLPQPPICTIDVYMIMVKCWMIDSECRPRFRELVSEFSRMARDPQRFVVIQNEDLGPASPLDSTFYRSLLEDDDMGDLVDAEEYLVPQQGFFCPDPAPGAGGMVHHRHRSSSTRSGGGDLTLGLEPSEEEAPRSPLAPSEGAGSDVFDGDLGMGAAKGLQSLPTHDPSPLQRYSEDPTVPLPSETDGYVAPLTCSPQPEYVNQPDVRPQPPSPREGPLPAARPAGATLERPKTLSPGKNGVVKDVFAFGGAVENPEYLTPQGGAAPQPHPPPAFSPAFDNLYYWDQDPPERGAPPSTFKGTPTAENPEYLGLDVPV
# Hsp90 block: displaces geldanamycin probe from tumor Hsp90. P07900. NCI-N417 lysate Hsp90, Cy3B-geldanamycin FP displacement. inhibition, % at 30 µM. hit rate 0.35% among 64,000;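 active means inhibition above 50%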;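 further: 0% = tracer plus lysate wells and 100% = tracer alone without lysate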
# M1 antag: antagonists of rat M1 muscarinic receptor; P08482; CHO-M1 cells, Fluo-4 calcium, ACh EC80 antagonist mode; active compounds read low; B-score at 10 µM; hit rate 3.4% among 64,000; AID 628;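 active means calcium fluorescence response, raw or row-and-column corrected B-score, differing from the plate sample mean either way at a set confidence level, mostly lower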
# Autofluor 339: intrinsic fluorescence of library compounds, ex339/em460 – biochemical, MLSMR library, data from DPM-DC assay, artefact control, profiling panel. fluorescence fold increase at 10 µM. hit rate 5.5% among 65,000. compound autofluorescence, ex339/em460 nm, NADH buffer; active compounds read high; 1 = no-compound wells, NADH background;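 active means at 10 µM, mean starting fluorescence two-fold or more over control wells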;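 further: signal is the first read of a kinetic run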
# NADH coupling: inhibitors of enzymes used to reach an NAD/NADH endpoint; coupled PK/LDH NADH assays, four targets; IC50, µM (series often up to 10 µM), for inactives: at the top dose inhibition; hit rate 0.02% among 65,000;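 active means single-dose screening hits from any of four coupled enzyme assays that gave an IC50 when retested across doses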;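 further: the DPM-DC format reads NADH fluorescence rather than 340 nm absorbance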
# HTR1A agonist: agonists of human 5-HT1a serotonin receptor; P08908; CHO 5-HT1a Ga15 NFAT-bla reporter, FRET ratio; 0% basal, 100% maximal reference agonist; activation, % at 10 µM; hit rate 0.56% among 65,000; AID 567;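 active means activation above the screen-wide mean activation plus 3 SD, cut at about 19% in these data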;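 further: 0% = DMSO wells and 100% = 5-CT at EC100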
# E coli RNAP: blocks E. coli RNA polymerase transcription; P0A8V2; fluorescence transcription assay; inhibition, %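 (tested at 10 µM)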; hit rate 0.2% among 62,000; AID 559; in the data active means inhibition above about 20%;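 further: 0% = enzyme without compound and 100% = no enzyme blank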
# M1 agonist: activates the M1 muscarinic receptor | CHO-M1 cells, Fluo-4 calcium fluorescence, agonist mode; active compounds read high | B-score at 10 µM | hit rate 3% among 64,000;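 active means fluorescence rise, raw or as B-score row- and column-corrected plate score, outside the 99.7% band of its plate's samples, either direction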
# Starred values were filed as active, the others as inactive; nt = no result given; [ ] = remark or other dose. Rows are unselected. About 16% of those tested had a hit in this group.
SMILES,D1 mod,HER2 expr 66K,Hsp90 block,M1 antag,Autofluor 339,NADH coupling,HTR1A agonist,E coli RNAP,M1 agonist
CCOC(=O)c1c(NC(=O)c2nn(CC)cc2Br)sc2c1CCCCC2,0.0195,127.5,-20.6,0.39,3.58*,0.0%[fluoresces],-1.0,-9.0,-0.184
O=C1Nc2cc(Cl)ccc2C1(N1CCNCC1)C(F)(F)F (centres undefined),-0.371,105.0,0.9,0.693,1.08,3.0%,-4.7,-0.1,-0.196
CCc1ccc(NC(=O)CC2NCCNC2=O)cc1 (centres undefined),-0.115,78.1,-9.5,-0.495,1.08,4.0%,0.5,4.9,-0.205
Cc1c(C(=O)NCCCN2CCOCC2)sc2ncnc(N3CCN(c4ccccc4)CC3)c12,-0.343,97.2,-2.9,-1,1.1,2.0%,-2.2,-1.1,2.29
Cc1ccc2[nH]c(=O)c(CN(CCO)Cc3nnnn3CCc3ccccc3)cc2c1,0.0385,84.2,-4.3,-0.0358,1.28,9.0%,-3.8,6.0,0.519
CCOc1c(S(=O)(=O)N2CCCC2)ccc(Cl)c1Cl,11.9*,88.6,3.8,0,1.1,6.0%,1.1,nt,0.0859
CCCCCOC(=O)Cn1c(=O)oc2ccccc21,-0.0467,96.2,-1.7,0.00606,1.04,4.0%,-3.1,1.0,0.248
COCCCn1c(SCC(=O)N2CCc3ccccc32)nnc1-c1ccoc1C,0.692,62.6,-5.7,0.0551,1.05,4.0%,-2.6,3.8,0.21
O=C(NCCN1CCOCC1)c1cc(-c2ccc(F)cc2)on1,0.444,76.9,-0.3,0.715,1.13,5.0%,-4.7,3.3,-0.951
CC(C)NC(=O)C1CCN(C(=O)C(C(=O)c2ccccc2)n2cc(Cl)ccc2=O)CC1 (centres undefined),-0.00518,56.8,1.8,0.671,1.1,3.0%,-1.2,-4.0,0.212
O=S(=O)(NCCSc1ccccc1)c1ccc(F)cc1,-0.35,99.8,-5.0,-1.04,1.1,7.0%,-3.6,7.0,0.068
CCn1c(=O)c2cc(C(=O)N3CCOCC3)sc2c2ccccc21,0.973,67.6,-1.6,0.872,2.14*,5.0%[fluoresces],0.3,9.5,0.552
Cn1c(SCC(=O)N2CCOCC2)nnc1-c1ccc(Cl)cc1Cl,-0.213,151.6,-0.1,-0.573,1.1,4.0%,2.6,-1.1,-0.0548
COc1ccc(NC(=O)CSC2CC(=O)N(c3ccc4c(c3)OCCO4)C2=O)cc1 (centres undefined),1.24,110.8,2.3,nt,1.13,3.0%,-1.5,-8.1,nt
COc1cccc2c(C)c(C(=O)O)[nH]c12,-2.86,81.7,9.2,-0.0655,1.94,14.0%,2.0,5.6,-2.07*
CCCc1cc(=O)n2[nH]c(NCc3cccs3)nc2n1,0.928,94.7,0.1,0.373,1.06,7.0%,-2.1,3.8,0.618
COc1ccc2cc3cc(C(=O)NCCc4ccc(OC)c(OC)c4)oc3nc2c1,2.01,54.2,4.7,-0.0119,4.61*,6.0%[fluoresces],1.6,-2.7,2.67
COc1ccc(Cc2noc(-c3ccc(C)cc3)n2)cc1,0.0203,100.8,-2.1,0.18,1.06,1.0%,-0.9,-12.8,0.842
Cc1ccnc(NS(=O)(=O)c2ccc(NC(=O)C3CCCCC3C(=O)O)cc2)n1 (centres undefined),nt,81.3,0.6,-0.86,1.07,4.0%,-0.8,3.4,0.506
CC(C)(C)c1ccc(-c2cc(N)n[nH]2)cc1,-1.5,87.4,-1.9,0.0741,1.03,10.0%,-2.9,-7.1,0.773
CCN1CCN(S(=O)(=O)c2ccc(S(=O)(=O)N(CC)Cc3ccccc3)cc2)CC1,-0.968,87.5,3.5,0.64,1.05,3.0%,0.2,7.4,-0.231
CCOC(=O)CNc1c(-c2ccc(F)cc2)nc2cnccn12,nt,70.3,nt,-0.0223,2.27*,13.0%[fluoresces],-1.0,-10.3,-0.0486
O=C(Nc1cccnc1)c1cnn2cccnc12,4.56*,161.7,-2.9,0.000264,1.1,4.0%,7.7,11.1,-0.533
COc1ccc(C(=O)Nc2ccncc2)cc1OC,13.4*,169.1,-1.0,0.227,0.96,14.0%,-1.5,-0.9,-0.159
CSc1nc(C)cc(OCCNS(=O)(=O)c2cc(C)ccc2C)n1,nt,108.3,-1.1,-1.03,1.1,0.0%,-5.1,1.8,-0.116
CCCOc1ccc(/C=c2\sc3nc(-c4ccco4)nn3c2=O)cc1OCC,0.97,84.3,-5.4,0.15,1.05,7.0%,-3.2,0.1,25.1*
O=CNC1CCCc2c1[nH]c1ccc(Cl)cc21 (centres undefined),-0.154,105.6,-2.4,0.109,1.21,5.0%,0.2,9.9,0.544
COc1cccc(OC)c1C(=O)N1CCN(c2c(Cc3ccccc3)c(C)nc3ncnn23)CC1,0.0632,98.8,0.9,0.493,1.07,7.0%,0.0,3.7,0.628
Clc1c(-c2nnc3n2CCCCC3)sc2ccccc12,-0.129,68.4,0.7,-1.97,1.09,5.0%,-0.9,7.1,-0.739
c1cn(CCCNC2=NCCCCC2)cn1,0.846,95.2,-2.4,0.434,1.06,5.0%,-4.4,1.8,-0.429

# Another view of part of the listing above:
> Cc1ccnc(NS(=O)(=O)c2ccc(NC(=O)C3CCCCC3C(=O)O)cc2)n1 (centres undefined)
  D1 mod: nt	HER2 expr 66K: 81.3	Hsp90 block: 0.6	M1 antag: -0.86	Autofluor 339: 1.07	NADH coupling: 4.0%	HTR1A agonist: -0.8	E coli RNAP: 3.4	M1 agonist: 0.506
> CC(C)(C)c1ccc(-c2cc(N)n[nH]2)cc1
  D1 mod: -1.5	HER2 expr 66K: 87.4	Hsp90 block: -1.9	M1 antag: 0.0741	Autofluor 339: 1.03	NADH coupling: 10.0%	HTR1A agonist: -2.9	E coli RNAP: -7.1	M1 agonist: 0.773
> CCN1CCN(S(=O)(=O)c2ccc(S(=O)(=O)N(CC)Cc3ccccc3)cc2)CC1
  D1 mod: -0.968	HER2 expr 66K: 87.5	Hsp90 block: 3.5	M1 antag: 0.64	Autofluor 339: 1.05	NADH coupling: 3.0%	HTR1A agonist: 0.2	E coli RNAP: 7.4	M1 agonist: -0.231
> CCOC(=O)CNc1c(-c2ccc(F)cc2)nc2cnccn12
  D1 mod: nt	HER2 expr 66K: 70.3	Hsp90 block: nt	M1 antag: -0.0223	Autofluor 339: 2.27*	NADH coupling: 13.0%[fluoresces]	HTR1A agonist: -1.0	E coli RNAP: -10.3	M1 agonist: -0.0486

# Next records:
SMILES,D1 mod,HER2 expr 66K,Hsp90 block,M1 antag,Autofluor 339,NADH coupling,HTR1A agonist,E coli RNAP,M1 agonist
Cc1ccccc1OCC(=O)OC(C)CN1CCN(C)CC1 (centres undefined),-0.0351,113.9,-6.7,-5.5*,1.06,6.0%,0.5,7.6,0.317
CCOC(=O)C1CCCN(C(=O)c2cc(-c3ccccc3)on2)C1 (centres undefined),-0.104,122.2,-0.4,nt,1.08,7.0%,-3.6,-2.3,nt
C=CCn1c(N(C)C)nc2c1c(=O)[nH]c(=O)n2C,0.171,99.1,-0.8,-0.00471,0.96,5.0%,-0.3,0.0,0.0161
CCOCC(=O)Nc1nc2ccc(OC)cc2s1,-0.633,76.7,-0.5,-0.194,1.02,3.0%,-3.1,-11.0,1.05
CCn1c2ccccc2c2cc(NC(=O)COC(=O)C3CCC(=O)N3)ccc21 (centres undefined),-1.43,85.3,nt,-0.028,1.12,3.0%,-2.2,6.8,0.218
O=C(Cn1cc2c(n1)CCCCC2)Nc1ccc(F)cc1F,0.0791,115.5,-3.4,-0.109,1.1,2.0%,-0.5,4.5,-0.779
COc1ccc(N2CCC(CNC(=O)Nc3ccc(OC)cc3OC)C2)cc1 (centres undefined),-0.0393,101.7,-33.5,1,1.14,5.0%,-1.3,3.0,0.018
CCOC(=O)C(CO)(NC(C)=O)C(=O)OCC,0.157,94.7,-3.8,1.32*,1.12,4.0%,-3.9,nt,-0.328
O=C(CN1CCOCC1)Nc1scc(-c2ccccc2)c1C(=O)N1CCOCC1,0.917,108.1,-3.3,-0.503,1.08,3.0%,-1.1,4.2,3.35*
Cc1cccc(-n2ncc3c(Nc4c(C)n(C)n(-c5ccccc5)c4=O)ncnc32)c1,-0.495,124.8,4.6,-0.877,1.05,7.0%,1.0,-4.0,0.704
CC1CCN(C(=O)CSCC(=O)Nc2nc(-c3cccs3)cs2)CC1,2.55,64.5,-0.7,-0.961,1.03,2.0%,-1.1,8.5,-0.195
On1c(-c2ccco2)nc2c1CCc1nonc1-2,0.124,111.8,-2.1,0.00139,1.08,6.0%,-1.9,2.3,0.464
Cc1ccc(C2N(c3ccc(F)cc3)C(=O)C3CCCN32)cc1 (centres undefined),1.44,102.3,-5.9,0.284,1.1,1.0%,-2.8,5.1,-0.0476
Cc1ccc(N(C(=O)Cn2nnc3ccccc32)C(C(=O)NC2CCCCC2)c2cn(C)nc2C)cc1 (centres undefined),nt,69.9,-6.8,-0.053,1.12,6.0%,-0.2,8.6,0.368
CCn1c(SCC(=O)Nc2nnc(C)s2)nnc1-c1ccco1,0.237,69.6,-2.4,0.94,1.09,7.0%,1.8,12.7,-0.0429

# Of the compounds above, 2 have a COOH group.
SMILES,D1 mod,HER2 expr 66K,Hsp90 block,M1 antag,Autofluor 339,NADH coupling,HTR1A agonist,E coli RNAP,M1 agonist
COc1cccc2c(C)c(C(=O)O)[nH]c12,-2.86,81.7,9.2,-0.0655,1.94,14.0%,2.0,5.6,-2.07*
Cc1ccnc(NS(=O)(=O)c2ccc(NC(=O)C3CCCCC3C(=O)O)cc2)n1 (centres undefined),nt,81.3,0.6,-0.86,1.07,4.0%,-0.8,3.4,0.506

# (more compounds)
SMILES,D1 mod,HER2 expr 66K,Hsp90 block,M1 antag,Autofluor 339,NADH coupling,HTR1A agonist,E coli RNAP,M1 agonist
COc1ccc(NC(=O)c2ccco2)cc1NC(=O)c1cc2ccccc2o1,-0.993,69.0,-4.9,0.0383,1.2,7.0%,0.9,9.0,0.138
COC(=O)Cc1c(C)c2ccc(OCC(=O)NCc3ccc4c(c3)OCO4)cc2oc1=O,1.05,42.5,-4.1,-1.44,2.07*,10.0%,0.3,4.5,-0.877
O=C(COC(=O)c1cccnc1Nc1ccccc1F)NCc1ccc2c(c1)OCO2,0.385,121.7,-2.4,0.0296,1.15,4.0%,-3.3,6.8,-0.395
CCOC(=O)C1CCN(C(=O)c2sc3nc(-c4ccccc4)cn3c2C)CC1,-0.629,90.0,-3.7,0.0359,1.1,2.0%,1.9,0.2,2.76
COC(=O)N1CC(C)N(C(=O)OC)CC1C (centres undefined),-0.274,86.2,-2.9,0.405,1.1,8.0%,2.4,7.8,2.59
O=C(NCC1COc2ccccc2O1)C1CCCN(S(=O)(=O)c2cccc3nsnc23)C1 (centres undefined),0.203,83.2,1.4,-0.132,1.08,6.0%,-2.4,-1.6,3.17*
COc1ccc(OC)c(NS(=O)(=O)c2ccc(SC)cc2)c1,0.5,71.1,2.3,-0.224,1.14,4.0%,-1.0,9.9,0.545
C/C(=C1\SC(N2CCOCC2)=NC1=O)c1ccccc1,0.277,116.2,-0.8,-0.0631,1.02,5.0%,-4.1,5.0,-0.0888
Cc1cc(O)ccc1Nc1nc(-c2sc(N)nc2C)cs1,0.497,86.0,-7.2,0.0139,1.07,4.0%,0.2,9.2,0.42

# Source: PubChem (several laboratories)
